Screening results (PubChem)
TIM10 inh = TIM10 yeast growth inhibition. inhibition, % at 10 µM. AID 463195. 330,000 tested, 1.4% active. S. cerevisiae TIM10 strain growth, BacTiter-Glo luminescence, 24 h;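 active = inhibition of 40% or more at the single tested concentration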;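 note: wild-type TIM10 isogenic control strain grown at permissive 25 °C; 0% = DMSO yeast wells and 100% = minimal medium wells without yeast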
hIAP inh = human IAP inhibition. P09923. purified IAP, CDP-Star luminescence, 30 min. inhibition, % at 10 µM. 330,000 tested, 0.12% active;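 active = inhibition reaching a set limit with compound at 10 µM in the primary screen, cut at about 35% in these data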;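 note: plate controls were DMSO wells with enzyme for no effect and no-enzyme buffer wells for full effect; values of inactives mirror those of a sister screen read the other way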
Target sequence (P09923 whole entry, looked up): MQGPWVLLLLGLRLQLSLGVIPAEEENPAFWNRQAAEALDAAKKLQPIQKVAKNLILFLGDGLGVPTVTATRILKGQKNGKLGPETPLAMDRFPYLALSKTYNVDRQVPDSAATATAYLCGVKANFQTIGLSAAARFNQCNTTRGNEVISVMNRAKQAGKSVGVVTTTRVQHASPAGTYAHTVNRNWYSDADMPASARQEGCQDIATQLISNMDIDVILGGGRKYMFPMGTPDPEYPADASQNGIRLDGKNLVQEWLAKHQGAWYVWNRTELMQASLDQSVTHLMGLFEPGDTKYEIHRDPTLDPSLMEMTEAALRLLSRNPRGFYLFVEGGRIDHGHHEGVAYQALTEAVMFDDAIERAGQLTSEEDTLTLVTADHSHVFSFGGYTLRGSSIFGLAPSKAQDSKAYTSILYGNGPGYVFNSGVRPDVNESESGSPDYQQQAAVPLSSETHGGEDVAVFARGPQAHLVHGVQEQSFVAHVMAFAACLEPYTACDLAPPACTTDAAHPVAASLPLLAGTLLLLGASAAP
tim10-1 inh = growth inhibitors of tim10-1 mutant yeast | 330,000 tested, 2.2% active | inhibition, % at 20 µM | AID 463190 | S. cerevisiae tim10-1 ts strain growth, BacTiter-Glo, 24 h;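 active = inhibition of at least 40%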;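 note: mutant grown at 25 °C; 0% = DMSO wells with yeast and 100% = wells holding no yeast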
mIAP activ = increases mouse intestinal alkaline phosphatase activity. muIAP, CDP-Star luminescence, 30 min; active compounds read high; 1 = vehicle-only enzyme signal, 0 = enzyme-free wells. activation factor at 10 µM. 330,000 tested, 0.24% active. AID 2805;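 active = activation factor of at least 2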; note: the source names both 10 and 20 µM as test concentration; values of inactives mirror those of a sister screen read the other way
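Assay system: mouse IAP enzyme; Reagent: CDP-Star chemiluminescent phosphatase substrate; Compound: DMSO-dissolved test compounds; Incubation: 30 min, room temperature; Technique: luminescence from enzymatic CDP-Star hydrolysis; Controls: DMSO-only wells and no-enzyme negative control.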
mIAP block = blocks mouse intestinal alkaline phosphatase. purified mouse IAP, CDP-Star luminescence, 30 min. inhibition, % at 10 µM. 330,000 tested, 0.2% active. AID 2806;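 active = inhibition of at least 40% at 10 µM in the primary screen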;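 note: plate controls were DMSO with enzyme for no effect and no enzyme wells for full effect; values of inactives mirror those of a sister screen read the other way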
NLRP3 yeast inh = inhibitors of NALP3 inflammasome in yeast. Yeast reconstituted NLRP3/ASC/caspase-1, beta-gal luminescence, 24 h. inhibition, % at 10 µM. 330,000 tested, 0.39% active. AID 2825;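 active = inhibition of 50% or more; inactive = inhibition below 50%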;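 note: plate controls were induced DMSO wells for no effect and uninduced yeast grown without galactose for full effect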
APOBEC3G inh = APOBEC3G (human) deaminase inhibition. Q9HC16. recombinant A3G, ssDNA deamination FAM/TAMRA fluorescence. inhibition, % at 20 µM. 330,000 tested, 0.28% active. AID 493012;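 active = inhibition of at least 40% at 20 µM, with no more than 30% in the related APOBEC3A deaminase screen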;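 note: plate controls were DMSO wells with A3G for no effect and wells lacking A3G enzyme for full effect; some compounds called inactive have numbers as strong as hits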
Target sequence (Q9HC16 whole entry, looked up): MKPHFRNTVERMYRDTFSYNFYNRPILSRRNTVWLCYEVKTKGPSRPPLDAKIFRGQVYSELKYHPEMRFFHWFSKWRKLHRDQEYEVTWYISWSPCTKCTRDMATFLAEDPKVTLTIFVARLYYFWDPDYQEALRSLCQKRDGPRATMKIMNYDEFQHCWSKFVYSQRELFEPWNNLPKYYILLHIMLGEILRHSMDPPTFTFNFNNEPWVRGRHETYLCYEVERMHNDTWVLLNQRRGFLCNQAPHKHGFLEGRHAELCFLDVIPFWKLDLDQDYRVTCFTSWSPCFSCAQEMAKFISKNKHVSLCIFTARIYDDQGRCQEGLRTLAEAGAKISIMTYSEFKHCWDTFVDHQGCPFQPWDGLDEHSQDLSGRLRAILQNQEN
APOBEC3A inh = blocks human APOBEC3A ssDNA deamination; P31941; inhibition, % at 20 µM; 330,000 tested, 0.41% active; recombinant A3A, FAM/TAMRA ssDNA deamination fluorescence;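 active = at least 40% inhibition at 20 µM here, with at most 30% in a related deaminase screen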;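 note: plate controls were A3A with DMSO for no effect and wells lacking A3A enzyme for full effect; some results filed as inactive read as strong as hits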
MIN6 prolif = inducers of beta-cell replication in MIN6 cells. MIN6 cells proliferation, ATPlite luminescence, 48 h; cells starved in 0.2% serum; 100% = growth in 10% serum. proliferation, % at 10 µM. 330,000 tested, 0.29% active. AID 2380;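 active = compounds whose signal lies at least 3.5 SD above the mean of all wells on their plate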;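 note: 0% = DMSO-treated cells in low-serum medium and 100% = 10% serum control; some compounds called inactive have numbers as strong as hits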
An asterisk follows results filed as active.

For Cc1ccc(-c2nn(C)c(=O)c3ccccc23)cc1S(=O)(=O)NCCN1CCOCC1 the results were TIM10 inh 3, hIAP inh -3, tim10-1 inh -1, mIAP activ 0.96, mIAP block 4, NLRP3 yeast inh 17, APOBEC3G inh 1, APOBEC3A inh 0 and MIN6 prolif 0.
`O=C(Cn1nc(C(F)(F)F)c2c1CCCC2)Nc1ccc2c(c1)OCO2` gave TIM10 inh 17, hIAP inh 8, tim10-1 inh 6, mIAP activ 1.1, mIAP block -7, NLRP3 yeast inh 5, APOBEC3G inh 3, APOBEC3A inh 1 and MIN6 prolif 0.
Screening CS(=O)(=O)N(CC(=O)N1CCN(Cc2ccccc2)CC1)c1ccccc1Br returned TIM10 inh -8, hIAP inh -31, tim10-1 inh 10, mIAP activ 0.98, mIAP block 2, NLRP3 yeast inh 14, APOBEC3G inh -8, APOBEC3A inh -2 and MIN6 prolif 1.
For Cc1ccc(N2C(=O)[C@@H]3[C@H](C2=O)C2c4ccccc4C=NN2[C@@H]3C(=O)c2ccc(Cl)cc2)cc1 (stereo partly drawn) the results were TIM10 inh 19, hIAP inh 6, tim10-1 inh 35, mIAP activ 1.1, mIAP block -7, NLRP3 yeast inh 9, APOBEC3G inh 5, APOBEC3A inh 1 and MIN6 prolif -2.
For COCCNC(=O)c1ccccc1NC(=O)c1ccccc1N(C)S(=O)(=O)c1ccc(C)cc1 the results were TIM10 inh 9, hIAP inh -14, tim10-1 inh 9, mIAP activ 0.95, mIAP block 5, NLRP3 yeast inh -5, APOBEC3G inh -1, APOBEC3A inh 0 and MIN6 prolif -1.
COP(=O)(OC)C(Nc1ccc(Cl)cc1)c1ccccc1 (stereo not drawn) was read as TIM10 inh 2, hIAP inh 3, tim10-1 inh 19, mIAP activ 0.98, mIAP block 2, NLRP3 yeast inh 28, APOBEC3G inh -10, APOBEC3A inh -3 and MIN6 prolif -4.
`CC(C)OCCCNS(=O)(=O)c1ccc2c(c1)oc(=O)n2C` gave TIM10 inh -9, hIAP inh 9, tim10-1 inh -21, mIAP activ 1, mIAP block -4, NLRP3 yeast inh -1, APOBEC3G inh 18, APOBEC3A inh 7 and MIN6 prolif -3.
COc1ccc(/C=C(\NC(=O)c2ccc(OC)cc2)C(=O)Nc2ccccc2C(=O)O)cc1 was read as TIM10 inh 7, hIAP inh -3, tim10-1 inh 8, mIAP activ 0.9, mIAP block 10, NLRP3 yeast inh 9, APOBEC3G inh -4, APOBEC3A inh -2 and MIN6 prolif -5.
`O=C1N/C(=C\c2nc3ccccc3s2)c2ccccc21` gave TIM10 inh 17, hIAP inh -16, tim10-1 inh 8, mIAP activ 0.88, mIAP block 12, NLRP3 yeast inh 18, APOBEC3G inh -5, APOBEC3A inh -5 and MIN6 prolif 5.
Screening O=C(C1CCCN(S(=O)(=O)c2cccs2)C1)N1CCc2ccccc2C1 (stereo not drawn) returned TIM10 inh 1, hIAP inh -13, tim10-1 inh 32, mIAP activ 1.1, mIAP block -6, NLRP3 yeast inh -2, APOBEC3G inh -3, APOBEC3A inh -3 and MIN6 prolif 0.
For C=CCC1(N(C(C)=O)c2ccccc2)CCCCC1 the results were TIM10 inh 6, hIAP inh 1, tim10-1 inh 26, mIAP activ 0.97, mIAP block 2, NLRP3 yeast inh 20, APOBEC3G inh -8, APOBEC3A inh -3 and MIN6 prolif 2.
COc1ccc(N/C(C)=C/C(=O)c2ccccc2)cc1 was read as TIM10 inh 4, hIAP inh 4, tim10-1 inh 1, mIAP activ 0.81, mIAP block 19, NLRP3 yeast inh 28, APOBEC3G inh -2, APOBEC3A inh 0 and MIN6 prolif 0.
For CCOc1ccc(C2=NNC(c3cccs3)=Nc3ccc(OC)cc32)cc1 the results were TIM10 inh 55*, hIAP inh -8, tim10-1 inh 30, mIAP activ 0.83, mIAP block 16, NLRP3 yeast inh 26, APOBEC3G inh -4, APOBEC3A inh -5 and MIN6 prolif -6.
For Cn1cccc1/C=N/NC(=O)CNc1cccc2ccccc12 the results were TIM10 inh 1, hIAP inh -14, tim10-1 inh 14, mIAP activ 0.82, mIAP block 18, NLRP3 yeast inh 3, APOBEC3G inh -4, APOBEC3A inh -4 and MIN6 prolif -1.
Screening Oc1ccc(Cl)cc1CNCc1cccc2ccccc12 returned TIM10 inh 18, hIAP inh -12, tim10-1 inh 18, mIAP activ 1, mIAP block -4, NLRP3 yeast inh 24, APOBEC3G inh 4, APOBEC3A inh 6 and MIN6 prolif -6.
For Cc1ccc(-c2nnc(Nc3ccc(CC(N)=O)cc3)c3ccccc23)cc1S(N)(=O)=O the results were TIM10 inh -13, hIAP inh 3, tim10-1 inh 0, mIAP activ 0.97, mIAP block 3, NLRP3 yeast inh 3, APOBEC3G inh -6, APOBEC3A inh -5 and MIN6 prolif 0.
OCCNc1cc(-n2nc(-c3ccccc3)cc2-c2ccccc2)ncn1 was read as TIM10 inh 26, hIAP inh 3, tim10-1 inh 33, mIAP activ 0.92, mIAP block 8, NLRP3 yeast inh 10, APOBEC3G inh -4, APOBEC3A inh 1 and MIN6 prolif -1.
CCNS(=O)(=O)c1ccc(S(=O)(=O)N(Cc2ccccn2)C2CCCCC2)cc1 was read as TIM10 inh 18, hIAP inh -4, tim10-1 inh 19, mIAP activ 0.98, mIAP block 2, NLRP3 yeast inh 3, APOBEC3G inh -4, APOBEC3A inh -1 and MIN6 prolif -1.
For Cc1cccc(N2CCN(c3nnc(C(F)(F)F)s3)CC2)c1 the results were TIM10 inh 27, hIAP inh 5, tim10-1 inh 1, mIAP activ 0.95, mIAP block 5, NLRP3 yeast inh 28, APOBEC3G inh -5, APOBEC3A inh 4 and MIN6 prolif 1.
`CCn1ncc(C2=NOC(C(=O)Nc3c(C)nn(Cc4ccc(F)cc4)c3C)C2)c1C` (stereo not drawn) gave TIM10 inh 5, hIAP inh 6, tim10-1 inh -8, mIAP activ 1.1, mIAP block -8, NLRP3 yeast inh 21, APOBEC3G inh -3, APOBEC3A inh 2 and MIN6 prolif 0.
`CCN(Cc1cc2ccccc2[nH]c1=O)C(=O)C1CCCCC1` gave TIM10 inh 9, hIAP inh 10, tim10-1 inh 20, mIAP activ 0.99, mIAP block 1, NLRP3 yeast inh -15, APOBEC3G inh -4, APOBEC3A inh -3 and MIN6 prolif -3.
`Nc1cc(=O)[nH]c(=O)n1Cc1ccccc1` gave TIM10 inh -2, hIAP inh 13, tim10-1 inh 7, mIAP activ 1, mIAP block -4, NLRP3 yeast inh -6, APOBEC3G inh -8, APOBEC3A inh -3 and MIN6 prolif -3.
Screening CCOc1ccc(C(C)NC(=O)Nc2ccccc2C(=O)OC)cc1 (stereo not drawn) returned TIM10 inh 6, hIAP inh -6, tim10-1 inh -13, mIAP activ 0.86, mIAP block 14, NLRP3 yeast inh 8, APOBEC3G inh -9, APOBEC3A inh 0 and MIN6 prolif -2.
`C=CCn1c(C)cc(C(=O)COC(=O)c2n[nH]c(=O)c3ccccc23)c1C` gave TIM10 inh 8, hIAP inh 9, tim10-1 inh 10, mIAP activ 0.98, mIAP block 2, NLRP3 yeast inh 1, APOBEC3G inh -6, APOBEC3A inh -5 and MIN6 prolif -4.
For Cc1cccc(N2CCN(c3nc4nonc4nc3N3CCSCC3)CC2)n1 the results were TIM10 inh 24, hIAP inh 3, tim10-1 inh 5, mIAP activ 0.88, mIAP block 12, NLRP3 yeast inh 17, APOBEC3G inh -6, APOBEC3A inh 0 and MIN6 prolif 0.
`O=C(Nc1ccccc1NC(=O)c1ccc(F)cc1)c1ccc(F)cc1` gave TIM10 inh 8, hIAP inh 1, tim10-1 inh -12, mIAP activ 0.92, mIAP block 8, NLRP3 yeast inh 15, APOBEC3G inh -8, APOBEC3A inh -2 and MIN6 prolif -2.
CCC1CCCCN1Cc1c(O)ccc2c(=O)c(-c3ccccc3)coc12 (stereo not drawn) was read as TIM10 inh 2, hIAP inh 6, tim10-1 inh 4, mIAP activ 0.96, mIAP block 4, NLRP3 yeast inh 17, APOBEC3G inh -2, APOBEC3A inh -3 and MIN6 prolif -2.
For O=C(COC(=O)/C=C/c1ccc(Cl)c(Cl)c1)NC1CCS(=O)(=O)C1 (stereo not drawn) the results were TIM10 inh 6, hIAP inh 1, tim10-1 inh 15, mIAP activ 1.1, mIAP block -5, NLRP3 yeast inh 14, APOBEC3G inh 0, APOBEC3A inh -8 and MIN6 prolif -5.
Screening COc1cc(/C=N/NC(=O)Cn2ccc(C(F)(F)F)n2)cc(OC)c1OC returned TIM10 inh 9, hIAP inh -6, tim10-1 inh 3, mIAP activ 0.97, mIAP block 3, NLRP3 yeast inh 10, APOBEC3G inh -10, APOBEC3A inh 4 and MIN6 prolif 0.
For CC(C)(C)c1ccccc1NC(=O)c1cc(-c2ccncc2)nc2ccccc12 the results were TIM10 inh 3, hIAP inh -4, tim10-1 inh 15, mIAP activ 0.89, mIAP block 11, NLRP3 yeast inh 20, APOBEC3G inh 1, APOBEC3A inh 10 and MIN6 prolif -2.
For CC/C(Cc1ccccc1)=N\NC(=O)c1cc([N+](=O)[O-])cc([N+](=O)[O-])c1 the results were TIM10 inh 10, hIAP inh -2, tim10-1 inh 18, mIAP activ 0.91, mIAP block 10, NLRP3 yeast inh 13, APOBEC3G inh 0, APOBEC3A inh 3 and MIN6 prolif -3.
`CCCCn1c(SCC(=O)Nc2nnc(C)s2)nnc1-c1ccoc1C` gave TIM10 inh -12, hIAP inh 7, tim10-1 inh 4, mIAP activ 1, mIAP block 0, NLRP3 yeast inh 5, APOBEC3G inh -3, APOBEC3A inh -1 and MIN6 prolif -3.
O=C1C2CC=CCC2C(=O)N1c1ccc(N2CCN(c3ccccn3)CC2)c([N+](=O)[O-])c1 (stereo not drawn) was read as TIM10 inh -2, hIAP inh -10, tim10-1 inh -9, mIAP activ 1, mIAP block -2, NLRP3 yeast inh 0, APOBEC3G inh -5, APOBEC3A inh 1 and MIN6 prolif -2.
`Cc1ccccc1NC(=O)COC(=O)CCc1ccccc1` gave TIM10 inh 5, hIAP inh 3, tim10-1 inh 14, mIAP activ 0.97, mIAP block 3, NLRP3 yeast inh 1, APOBEC3G inh -5, APOBEC3A inh 1 and MIN6 prolif 1.
Screening CC1CN(C(=S)Nc2cccc(F)c2)CC(C)O1 (stereo not drawn) returned TIM10 inh -8, hIAP inh -6, tim10-1 inh -2, mIAP activ 1.1, mIAP block -10, NLRP3 yeast inh 12, APOBEC3G inh -9, APOBEC3A inh -3 and MIN6 prolif -2.
Screening Fc1ccccc1N1CCN(Cc2nc(-c3ccc(Cl)cc3Cl)no2)CC1 returned TIM10 inh 11, hIAP inh -12, tim10-1 inh 23, mIAP activ 0.98, mIAP block 2, NLRP3 yeast inh 4, APOBEC3G inh -2, APOBEC3A inh 1 and MIN6 prolif 0.
CC(=O)c1c(C)[nH]c(C(=O)OCC(=O)Nc2cccc(S(=O)(=O)N(C)C)c2)c1C was read as TIM10 inh -6, hIAP inh -9, tim10-1 inh -2, mIAP activ 1.1, mIAP block -15, NLRP3 yeast inh 5, APOBEC3G inh -10, APOBEC3A inh 13 and MIN6 prolif -2.
`CCOc1cc(C(=O)Nc2c(C)ccc3nsnc23)cc(OCC)c1OCC` gave TIM10 inh 2, hIAP inh -4, tim10-1 inh 14, mIAP activ 0.96, mIAP block 4, NLRP3 yeast inh 9, APOBEC3G inh -3, APOBEC3A inh -2 and MIN6 prolif -1.
